PP1 counter: PP1-alpha (human) inhibition in PP5 counter-screen | purified PP1alpha, OMFP fluorescence | inhibition, % at 6.7 µM | 320,000 tested, 0.9% active | P62136;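 active = inhibition above the mean inhibition of all tested compounds plus 3 SD, computed separately for each screening campaign, cut at about 15% in these data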
Target sequence (P62136 whole entry, looked up): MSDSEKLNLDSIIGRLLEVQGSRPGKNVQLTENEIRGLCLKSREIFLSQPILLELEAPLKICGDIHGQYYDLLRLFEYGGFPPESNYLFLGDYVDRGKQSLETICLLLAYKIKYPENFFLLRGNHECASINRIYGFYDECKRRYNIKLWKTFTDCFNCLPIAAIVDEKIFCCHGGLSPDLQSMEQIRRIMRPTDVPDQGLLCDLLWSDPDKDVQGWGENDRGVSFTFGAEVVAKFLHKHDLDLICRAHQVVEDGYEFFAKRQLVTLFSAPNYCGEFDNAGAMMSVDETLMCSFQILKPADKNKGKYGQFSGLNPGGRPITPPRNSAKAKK
HCV core dimer: blocks dimerization of HCV core protein; TR-FRET GST/Flag-core106 dimerization, 1536-well; inhibition, % at 5 µM; 300,000 tested, 0.33% active; AID 1899;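 active = inhibition above the mean of all tested compounds plus 3 SD, set per screening campaign, cut at about 45% in these data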
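System – GST-tagged and Flag-tagged HCV core protein residues 1-106 · Repeats – one well for each compound · Technique – TR-FRET 671 and 617 nm emission · Doses – one concentration, 5 µM, in 0.5% DMSO · Times – 4 h, 22.5 °C incubation · Also added – Eu donor and XL665 acceptor anti-tag antibodies · Measure – percent inhibition of core106 dimerization signal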
PREPL inhibitor: human PREPL enzyme inhibition; Q4J6C6; recombinant PREPL, fluorescence polarization activity-based probe; inhibition, % at 5.96 µM; 320,000 tested, 0.68% active; AID 2751; in the data active = inhibition above about 43%;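 note: 0% = enzyme with DMSO and 100% = wells lacking enzyme; many of its hits are not listed in these tables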
Efflux pump mplx: blocks antifungal efflux pumps in multiplex yeast assay; S. cerevisiae Candida pump triplex, Nile Red efflux; inhibition, % at 10 µM; 330,000 tested, 0.44% active; AID 485275;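 active = plate passing quality check with inhibition over a set limit, or well fluorescence over plate mean plus 4 SD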;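 note: Nile Red retained in pooled yeast measured as flow cytometry median fluorescence; 0% = buffer negative control and 100% = Enniatin B positive control; higher means more Nile Red kept so more efflux inhibition; some compounds called inactive have numbers as strong as hits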
EBNA-1 inh: blocks EBNA-1 binding to DNA. EBNA-1 DNA binding, fluorescence polarization. inhibition, % at 14.8 µM. 300,000 tested, 0.34% active; in the data active = inhibition above about 28%
Fh CTSL1 inh: cathepsin L1 inhibition, PFM18AAP counter-screen | inhibition, % at 5.96 µM | 300,000 tested, 0.49% active | recombinant F. hepatica cathepsin L1, Z-Leu-Arg-MCA fluorescence;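 active = inhibition above the mean of all tested compounds plus 3 SD, set per screening campaign, cut at about 17% in these data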;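 note: 0% = plate median of test compound wells and 100% = 1 µM Z-Phe-Ala-diazomethylketone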
ZTA DNA inh: counter-screen for EBNA-1 inhibitors: inhibitors of Epstein-Barr virus ZTA. P03206. ZTA-DNA binding, fluorescence polarization. inhibition, % at 11 µM. 320,000 tested, 0.15% active. AID 2234; in the data active = inhibition above about 33%
TPT1 inh: C. albicans TPT1 enzyme inhibition; recombinant caTPT1, FP RNA substrate dephosphorylation; inhibition, % at 5 µM; 300,000 tested, 0.81% active; AID 1962;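 active = inhibition above the mean of all tested compounds plus 3 SD, set per screening campaign, cut at about 24% in these data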;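 note: plate controls were DMSO alone for no effect and ferristatin control at 100 nM for full effect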
PP5 primary: blocks human protein phosphatase 5 activity. P53041. purified PP5c, OMFP substrate fluorescence. inhibition, % at 6.7 µM. 320,000 tested, 0.18% active. AID 1987;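 active = inhibition above the campaign's mean inhibition across all tested compounds plus 3 SD, cut at about 9.5% in these data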;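 note: 0% = DMSO only and 100% = 100 µM cantharidin control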
Target sequence (P53041 whole entry, looked up): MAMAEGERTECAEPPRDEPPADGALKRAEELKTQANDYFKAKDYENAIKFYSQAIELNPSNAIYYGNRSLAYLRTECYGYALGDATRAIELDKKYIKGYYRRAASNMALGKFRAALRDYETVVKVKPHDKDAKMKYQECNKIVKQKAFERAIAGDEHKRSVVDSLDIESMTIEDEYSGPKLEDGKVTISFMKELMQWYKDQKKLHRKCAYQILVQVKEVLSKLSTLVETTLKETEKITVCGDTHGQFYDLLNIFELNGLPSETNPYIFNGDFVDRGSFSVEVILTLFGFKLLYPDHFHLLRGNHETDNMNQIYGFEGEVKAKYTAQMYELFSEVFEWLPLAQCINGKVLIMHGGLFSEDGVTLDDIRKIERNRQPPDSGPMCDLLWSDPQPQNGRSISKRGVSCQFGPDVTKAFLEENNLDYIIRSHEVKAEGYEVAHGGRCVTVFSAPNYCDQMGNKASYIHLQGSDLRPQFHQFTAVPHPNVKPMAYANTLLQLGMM
Active calls of the source: *; . = no result given.

Order of results – PP1 counter | PREPL inhibitor | PP5 primary | EBNA-1 inh | Efflux pump mplx | ZTA DNA inh | HCV core dimer | Fh CTSL1 inh | TPT1 inh
> O=S(=O)(NCCCN1CCN(c2ccccc2F)CC1)c1cccc2cccnc12
  -6 | 5 | 2.6 | 7 | 0.0 | 1 | -2 | 1 | -1
> COc1ccc(NC(=O)CN(C)S(=O)(=O)c2ccc(C)cc2)c([N+](=O)[O-])c1
  -1 | 0 | -2.0 | -4 | 0.0 | 13 | 4 | -2 | 41*
> Cc1ccc(C)c(S(=O)(=O)N2CCCC2CNC(=O)C(=O)NCc2ccccn2)c1 (stereo not given)
  -2 | 4 | 1.3 | 0 | 0.2 | -9 | -1 | 1 | -4
> Cc1ccc(-c2c(C(=O)N/N=C/c3cccc(Cl)c3)nnn2-c2nonc2N)cc1
  3 | 1 | 2.7 | 6 | 0.0 | -2 | 8 | 3 | -3
> Cc1nnc(SCC(=O)NNC(=O)c2ccccc2)n1N
  -5 | 0 | 2.0 | . | -0.1 | 2 | . | . | .
> O=S(=O)(Nc1nnc(C2CC2)s1)c1ccccc1
  1 | 0 | -0.6 | -3 | 0.1 | 0 | 0 | -7 | -2
> CC(=O)c1ccc(NC(=O)CCCN2C(=O)/C(=C/C(C)=C/c3ccccc3)SC2=S)cc1
  3 | 1 | 2.7 | 1 | 0.1 | 6 | 18 | 2 | 13
> O=C(O)c1ccc(-c2nc3ccccc3[nH]2)cc1
  2 | -9 | 2.1 | -7 | 0.8 | -1 | -2 | -3 | -3
> CC(C)(C)n1nnnc1C(c1cccnc1)N1CCN(c2ccccn2)CC1 (stereo not given)
  -1 | 6 | -0.6 | -14 | 0.2 | 7 | -2 | -2 | 0
> CCn1c(=O)c2ccccc2n2c(SCC(=O)N3CCc4ccccc4C3)nnc12
  -4 | 8 | -1.0 | 8 | -0.1 | -2 | -4 | 0 | -2
> c1ccc(-c2nc(NCC3CCCO3)c3ccccc3n2)nc1 (stereo not given)
  -1 | 8 | 1.9 | -5 | 0.0 | 3 | -3 | 3 | -2
> COc1ccc(S(=O)(=O)N2CCCCCC2)cc1C(=O)OC(C)C(N)=O (stereo not given)
  -2 | -4 | 0.5 | -1 | -0.1 | 2 | 3 | 1 | -1
> O=[N+]([O-])c1cc(S(=O)(=O)NCCN2CCOCC2)ccc1Cl
  -1 | -2 | 0.6 | -10 | -0.1 | -20 | 4 | 1 | -2
> Cc1ccc(C(=O)NCCNC(=O)c2ccco2)cn1
  0 | -1 | 1.1 | 0 | -0.2 | -3 | 4 | -1 | 0
> CC/C(=N/O)C(=O)c1ccc(Br)cc1
  -6 | 2 | 1.9 | 0 | -0.3 | -4 | -9 | -1 | 2

Filtered by structure: the compounds so far containing a halogen
Order of results – PP1 counter | PREPL inhibitor | PP5 primary | EBNA-1 inh | Efflux pump mplx | ZTA DNA inh | HCV core dimer | Fh CTSL1 inh | TPT1 inh
> O=S(=O)(NCCCN1CCN(c2ccccc2F)CC1)c1cccc2cccnc12
  -6 | 5 | 2.6 | 7 | 0.0 | 1 | -2 | 1 | -1
> Cc1ccc(-c2c(C(=O)N/N=C/c3cccc(Cl)c3)nnn2-c2nonc2N)cc1
  3 | 1 | 2.7 | 6 | 0.0 | -2 | 8 | 3 | -3
> O=[N+]([O-])c1cc(S(=O)(=O)NCCN2CCOCC2)ccc1Cl
  -1 | -2 | 0.6 | -10 | -0.1 | -20 | 4 | 1 | -2
> CC/C(=N/O)C(=O)c1ccc(Br)cc1
  -6 | 2 | 1.9 | 0 | -0.3 | -4 | -9 | -1 | 2

(next part)
Order of results – PP1 counter | PREPL inhibitor | PP5 primary | EBNA-1 inh | Efflux pump mplx | ZTA DNA inh | HCV core dimer | Fh CTSL1 inh | TPT1 inh
> Cc1cc(C(F)(F)F)nc(-n2cc(-c3cccc(N)c3)nn2)n1
  -5 | 0 | 0.2 | 3 | -0.3 | 2 | -4 | -1 | -2
> COc1ccc(C(=O)N(C)Cc2ccccc2F)cc1S(=O)(=O)N1CCCC1
  1 | 7 | 0.7 | . | 0.1 | 3 | . | . | .
> Cc1ccc(NC(=O)C(C)OC(=O)CCNS(=O)(=O)c2ccc(C)cc2)cc1 (stereo not given)
  3 | -9 | 2.3 | -18 | 0.1 | 5 | -4 | -26 | 2
> CCOC(=O)C1=C(COC(=O)/C=C/c2cccc([N+](=O)[O-])c2)NC(=O)NC1C (stereo not given)
  -3 | 5 | -0.1 | -12 | -0.1 | -10 | -10 | -4 | -4
> Cc1ccc(NC(=O)CN(C)C(=O)Cn2cc(C(F)(F)F)cc(Cl)c2=O)cc1
  -2 | -9 | 3.1 | -7 | 0.0 | -22 | -11 | 2 | -1
> Cc1cc(NC(=O)CSc2nnc(-c3ccncc3)n2-c2ccc(F)cc2)no1
  -2 | 9 | -2.6 | -9 | 0.1 | 3 | 3 | -3 | 0
> Cc1cccc2cc3c(N)c(C(=O)N4CCc5ccccc54)sc3nc12
  0 | 21 | 4.1 | -6 | 0.2 | -18 | -5 | 2 | 2
> COc1ccccc1CNC(=O)[C@@H](NC(=O)C1CCN(C(=O)[C@@H]2CCCN2C(=O)OC(C)(C)C)CC1)C(C)C
  1 | 3 | 4.4 | -8 | 0.3 | -6 | -7 | 3 | -2
> CC1CC(N(C(=O)C2CC2)c2ccccc2)c2ccccc2N1C(=O)C1CC1 (stereo not given)
  -3 | 2 | -0.8 | 6 | 0.1 | 11 | 2 | -3 | -1
> CCc1nc2nc(C)c(NS(=O)(=O)c3ccc(Cl)cc3)c(=O)n2[nH]1
  -2 | 2 | 0.3 | -9 | 0.1 | -9 | -5 | 0 | -1
> COc1ccc(-n2c(=S)[nH]c3cc(C(=O)Nc4ccc(F)cc4)ccc3c2=O)c(OC)c1
  2 | 8 | 1.7 | 6 | -0.1 | -4 | -6 | 4 | -1
> O=C(COc1ccccc1Cl)Nc1cccc(S(=O)(=O)N2CCCC2)c1
  -2 | 14 | 4.7 | . | -0.1 | -1 | . | . | .
> COc1ccc(NC(=O)C2CCC(CNS(=O)(=O)c3cccs3)CC2)cc1OC (stereo not given)
  -3 | 9 | 0.4 | -1 | 0.0 | 6 | 0 | -1 | -1
> CN1C(=O)CC(C(=O)Nc2ccccc2F)SC1=Nc1ccc2c(c1)OCO2 (stereo not given)
  3 | 9 | 1.2 | 28* | -0.2 | -2 | -5 | 2 | -2
> CCCCN(Cc1cc2cc(C)ccc2[nH]c1=O)C(=O)c1ccccn1
  -2 | -16 | 1.1 | 3 | 0.1 | 8 | -2 | -2 | -3
> CCc1nc(SCC(=O)Nc2cccc3ccccc23)[nH]c(=O)c1C
  -3 | 2 | 3.7 | -4 | 0.4 | -4 | 1 | 1 | 2
> CCc1ccc(Oc2ncnc(N)c2[N+](=O)[O-])cc1
  -3 | 21 | -2.8 | 0 | -0.1 | -11 | -6 | 0 | -2
> Cc1ccc(S(=O)(=O)NCC2CCC(C(=O)NCCCN3CCOCC3)CC2)cc1 (stereo not given)
  6 | -5 | 2.6 | -9 | -0.1 | -5 | -4 | 0 | -5
> O=C(COc1ccccc1)NCCc1nc2ccccc2[nH]1
  -5 | 5 | -4.1 | -1 | -0.1 | 1 | -1 | 2 | -2
> c1ccc(-c2noc(-c3cccnc3)n2)cc1
  2 | -2 | 1.9 | -7 | 0.0 | -12 | -7 | 0 | 4
> CCn1nc(C(C)C(=O)O)c2ccccc2c1=O (stereo not given)
  -3 | 0 | 1.5 | 2 | 0.2 | 7 | 3 | -3 | 2
> CCNC(=O)CC(=O)Nc1ccccc1C(=O)O
  -2 | -4 | -0.7 | 15 | 0.0 | 11 | 1 | -1 | -4
> CCOc1ccc(N=C(C)c2ccccc2O)cc1
  -3 | 3 | 1.1 | -6 | -0.8 | -7 | -2 | 1 | 4
> O=C(O)c1ccc2c(=O)n3c(nc2c1)/C(=C/c1ccc(C(F)(F)F)cc1)CC3
  -5 | -4 | -2.9 | 2 | -0.3 | 16 | 5 | 10 | 0
> O=C(COC(=O)c1cccc(F)c1)NC1CC1
  -1 | 1 | -0.4 | 12 | -0.1 | 14 | 3 | 3 | 3
> O=S1(=O)CCO[C@H]2Cc3ccccc3[C@H]2N1Cc1cccc(F)c1
  4 | -8 | 2.3 | 3 | -0.3 | -2 | -8 | -2 | 0
> COc1ccc(NC(=O)COc2ccc(C)c(C)c2)cc1S(=O)(=O)N1CCCCC1
  -2 | 21 | 3.3 | -7 | 0.3 | -1 | 3 | -3 | 0
> CC1=C(C)CC(C(=O)NNC(=O)c2cccc(Cl)c2)C(C(=O)O)C1 (stereo not given)
  6 | 8 | 1.6 | 3 | 0.1 | 2 | -1 | -1 | 1
> Cc1ccc(S(=O)(=O)c2nc(S(=O)(=O)c3ccccc3)sc2N2CCN(C)CC2)cc1
  -3 | 12 | 1.5 | 7 | -0.1 | 13 | 6 | 3 | -2
> Cc1ccc2cc3c(N)c(C(=O)N4CC(=O)Nc5ccccc54)sc3nc2c1
  -5 | 8 | 2.8 | -11 | 0.2 | -2 | -22 | 0 | 34*

Record cards, from the list above.
CC1=C(C)CC(C(=O)NNC(=O)c2cccc(Cl)c2)C(C(=O)O)C1 (stereo not given) in the list: PP1 counter: 6; PREPL inhibitor: 8; PP5 primary: 1.6; EBNA-1 inh: 3; Efflux pump mplx: 0.1; ZTA DNA inh: 2; HCV core dimer: -1; Fh CTSL1 inh: -1; TPT1 inh: 1
Cc1ccc(S(=O)(=O)NCC2CCC(C(=O)NCCCN3CCOCC3)CC2)cc1 (stereo not given) in the list: PP1 counter: 6; PREPL inhibitor: -5; PP5 primary: 2.6; EBNA-1 inh: -9; Efflux pump mplx: -0.1; ZTA DNA inh: -5; HCV core dimer: -4; Fh CTSL1 inh: 0; TPT1 inh: -5

Compound activity as filed in PubChem BioAssay.

Not all compounds are listed; count on the stated rates, not on these rows.
